GC-B act: GC-B (human) receptor activation; P20594; HEK293-GC-B cells, CNP EC30, cGMP TR-FRET; 0% at EC30 CNP, 100% saturating CNP; activation, % at 10 µM; 370,000 tested, 0.11% active;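 active means activation at 10 µM reaching about 35% in either raw or pattern-adjusted values, limit read from the data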
UHRF1 binding: human UHRF1 methylated DNA binding inhibitors. Q96T88. UHRF1 binding to methylated oligo, TR-FRET. inhibition, % at 4.4 µM. 370,000 tested, 0.75% active; in the data active means inhibition above about 21%;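 further: UHRF1 SRA domain binding a hemimethylated CpG hairpin DNA probe; 0% = median of test compound wells and 100% = reference inhibitor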
MBD2 DNA inh: MBD2-methylated oligo binding inhibition; inhibition, % at 4.4 µM; 370,000 tested, 0.31% active; TR-FRET, MBD2 binding to methylated oligonucleotide; Q9UBB5; in the data active means inhibition above about 13%
Target sequence (Q9UBB5 whole entry, looked up): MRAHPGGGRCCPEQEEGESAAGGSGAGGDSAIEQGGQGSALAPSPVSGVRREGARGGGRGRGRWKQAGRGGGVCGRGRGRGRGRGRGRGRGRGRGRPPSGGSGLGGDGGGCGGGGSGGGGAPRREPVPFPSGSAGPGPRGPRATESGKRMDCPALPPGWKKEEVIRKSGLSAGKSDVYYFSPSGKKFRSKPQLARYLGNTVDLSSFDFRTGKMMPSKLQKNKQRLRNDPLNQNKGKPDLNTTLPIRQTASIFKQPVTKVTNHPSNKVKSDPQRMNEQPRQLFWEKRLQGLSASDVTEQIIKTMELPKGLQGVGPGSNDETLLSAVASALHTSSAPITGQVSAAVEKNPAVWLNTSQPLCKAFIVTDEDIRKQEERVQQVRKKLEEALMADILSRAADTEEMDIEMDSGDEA
TCR CD3 inh: inhibitors of human TCR-CD3 interaction; TAMRA-labeled TCR probe fluorescence, biochemical; inhibition, % at 9.4 µM; 360,000 tested, 0.37% active; in the data active means inhibition above about 19%;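 further: recombinant mutant TCR 2C K166C tagged with TAMRA read by polarization; 0% = receptor in buffer alone and 100% = receptor with positive control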
HTRA1 inhibitor: blocks human HTRA1 serine peptidase | Q92743 | inhibition, % at 5.96 µM | AID 504803 | 340,000 tested, 0.5% active | recombinant HTRA1, FP-rhodamine activity-based probe, fluorescence polarization; in the data active means inhibition above about 36%;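 further: 0% = enzyme with DMSO and 100% = wells lacking enzyme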
SIAE inh: inhibitors of human sialic acid acetylesterase SIAE. Q9HAT2. SIAE FP-Rh probe binding, fluorescence polarization. inhibition, % at 9.66 µM. 370,000 tested, 0.69% active. AID 1053197;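 active means inhibition above a cutoff: mean of compounds within the control limits plus 3 SD of those, cut at about 17% in these data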;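 further: 0% = plate median of compound wells and 100% = probe without SIAE protein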
ABHD4 inh: inhibitors of mouse ABHD4 | Q8VD66 | purified mABHD4, FP-Rh probe fluorescence polarization | inhibition, % at 8.92 µM | 370,000 tested, 0.54% active | AID 720543;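 active means inhibition exceeding the mean over every tested compound plus 3 SD, cut at about 30% in these data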;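 further: 0% = plate median of compound wells and 100% = S159A mutant with DMSO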
Target sequence (Q8VD66 whole entry, looked up): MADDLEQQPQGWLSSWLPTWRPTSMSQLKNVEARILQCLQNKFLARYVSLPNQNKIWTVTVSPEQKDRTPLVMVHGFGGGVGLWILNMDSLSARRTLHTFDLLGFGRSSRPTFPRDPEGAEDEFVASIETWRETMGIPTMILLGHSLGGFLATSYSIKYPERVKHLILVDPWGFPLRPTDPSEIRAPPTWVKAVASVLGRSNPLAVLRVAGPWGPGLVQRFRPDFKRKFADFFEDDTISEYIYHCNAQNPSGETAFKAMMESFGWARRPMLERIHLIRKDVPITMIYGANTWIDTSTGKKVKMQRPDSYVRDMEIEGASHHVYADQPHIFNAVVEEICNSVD
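System: mouse ABHD4 enzyme, wild type / Medium: HEPES pH 7.0, NaCl, Pluronic buffer / Reagent: FP-Rh activity-based fluorescent probe / Control set: S159A mutant high control, sample median low control / Detection: fluorescence polarization with parallel and perpendicular emission, 525/598 nm / Schedule: 45 min + 60 min at 25 °C / Compound dosing: 8.92 µM, single dose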
NPR1 activator: GC-A (human) enzyme activation; activation, % at 10 µM; P16066; 370,000 tested, 0.14% active; HEK293 GC-A cells, cGMP TR-FRET, EC30 ANP; 0% at EC30 ANP, 100% saturating ANP; in the data active means activation above about 40%
rCAG binder: molecules binding r(CAG) RNA repeats. r(CAG) RNA repeat, TO-PRO-1 dye displacement fluorescence. inhibition, % at 3 µM. AID 651821. 370,000 tested, 1.3% active;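 active means inhibition above the plate cutoff, the mean of all test compounds on that plate plus 3 SD, cut at about 35% in these data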;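 further: 0% = DMSO alone and 100% = 100 µM mitoxantrone as full dye displacement; higher means more dye released from RNA so lower well fluorescence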
PRMT1 inh: blocks human protein arginine methyltransferase 1; recombinant PRMT1, activity-based probe fluorescence polarization; 370,000 tested, 1.3% active; Q99873; inhibition, % at 2.79 µM;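 active means inhibition above about 21% made by adding two undisclosed values, limit read from the data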
The depositor's hits bear a star; . = no result given. These rows are one share of the data (hit frequency here may not be typical).

item	mol	GC-B act	UHRF1 binding	MBD2 DNA inh	TCR CD3 inh	HTRA1 inhibitor
1	O=C(Cc1coc2cc3c(cc12)CCC3)NC1CCCCCCC1	-3	-1	-3	5	-42
2	CCCCNC(=O)c1cc2c(=O)n3cccc(C)c3nc2s1	-5	-4	2	9	-6
3	Nc1nc(SCC(=O)N2CCOCC2)n[nH]1	3	-1	-3	4	6
4	COc1ccc(CCNC(=O)c2c[nH]c3ccc(F)cc3c2=O)cc1OC	-1	3	0	-1	-5
5	O=C(COC(=O)c1ccc([N+](=O)[O-])cc1)NC1CCCC1	-4	1	0	10	0
6	Cc1cc(C)c(S(=O)(=O)c2ccccc2)c(OC(=O)c2c(F)cccc2Cl)n1	0	-1	1	2	-11
7	CS(=O)(=O)c1ccc2nc(NC(=O)Cc3ccccc3)sc2c1	-2	2	-5	-1	-10
8	Cc1ccc(NC2(C#N)CCCC2)cc1	1	2	0	-4	5
9	NS(=O)(=O)c1ccc(CCNC(=O)CN2CCN(c3cccc(Cl)c3)CC2)cc1	0	5	2	8	5
10	CCN(CC)c1ccc(/C=N/NC(=O)c2cccc(S(=O)(=O)N3CCOCC3)c2)cc1	-5	-3	0	5	6

item	SIAE inh	ABHD4 inh	NPR1 activator	rCAG binder	PRMT1 inh
1	0	-8	1	-3	3
2	-4	-3	10	-2	-2
3	-3	-2	0	-1	-2
4	-6	-5	5	-1	0
5	-4	2	-1	1	-2
6	-3	2	1	-3	1
7	-3	0	-5	5	-6
8	2	-1	1	5	7
9	4	5	-1	2	-2
10	3	6	1	1	0

Continued:
item	mol	GC-B act	UHRF1 binding	MBD2 DNA inh	TCR CD3 inh	HTRA1 inhibitor
11	O=C(NC(Cc1ccccc1)C(=O)OCC(=O)N1CCc2ccccc21)c1ccco1 (stereo not given)	-5	3	1	-7	-10
12	COc1ccc2nc(NC(=O)CNS(=O)(=O)c3cccs3)sc2c1	-6	-3	1	3	-8
13	O=C(Nc1cccc(C(=O)O)c1)/C(=C\c1ccc2c(c1)OCO2)NC(=O)c1ccccc1Br	3	1	-3	4	0
14	CCN(CC)c1nc(-c2nn[nH]n2)nc(N(CC)CC)n1	8	-3	3	0	-8
15	CCN(CC(=O)Nc1ccc(C(C)=O)cc1)CC(=O)Nc1ccc2c(c1)OCCO2	4	-1	2	-2	-4
16	CC1(C)CC(=O)C/C(=N\NC(=S)NCc2ccccc2)C1	-2	-4	-7	3	6
17	CCOCCCN(C(=O)Cn1nnc(-c2ccc(C)o2)n1)C(C(=O)NC1CCCC1)c1ccco1 (stereo not given)	-1	1	-3	-3	-6
18	CC(C)(C)c1ccc(NC(=O)C2=CC=CN3CCS(=O)(=O)N=C23)cc1	-5	0	3	2	0
19	NC(=O)c1ccc(NC(=O)COc2ccc(-n3cnnn3)cc2)cc1	4	-2	-8	2	5
20	Cc1cccc2sc(NC(=O)c3cc(S(=O)(=O)N(C)C)ccc3N3CCCC3)nc12	5	5	-3	-6	-5

item	SIAE inh	ABHD4 inh	NPR1 activator	rCAG binder	PRMT1 inh
11	6	-13	4	3	1
12	3	-13	3	9	1
13	0	-1	3	13	0
14	5	-3	2	8	-1
15	6	14	-6	-1	-2
16	6	11	-2	0	1
17	-5	3	-4	-5	0
18	-1	-2	4	1	1
19	-9	1	-2	9	-3
20	-10	1	4	5	-3

Further entries follow:
item	mol	GC-B act	UHRF1 binding	MBD2 DNA inh	TCR CD3 inh	HTRA1 inhibitor
21	O=C(NC1CCCCC1)C(c1ccc(F)cc1)N(C(=O)c1cccs1)c1ccc2c(c1)OCO2 (stereo not given)	-4	11	0	0	2
22	N#Cc1cccc(NCC(=O)Nc2ccc3c(c2)OCCO3)c1	-1	0	0	4	-1
23	COc1cc(C(=O)NCc2ccc3c(c2)OCO3)c([N+](=O)[O-])cc1OC	1	-3	6	4	4
24	CC(C)C(C)NC(=O)COc1ccc(OCc2ccccc2)cc1 (stereo not given)	7	3	3	-3	-11
25	CCOC(=O)c1cc(-c2cccc(C(F)(F)F)c2)nc2nc(SC)[nH]c(=O)c12	-1	-3	0	-2	-12
26	CCCn1c2ccccc2c2cnn(CC(=O)NCCCN3CCCCC3)c(=O)c21	-2	1	-2	7	-4
27	N#Cc1ccc(OCC(=O)NNC(=S)NC2CCCCC2)cc1	-5	-2	-5	2	0
28	CCOC(=O)C1CCCN(C(=O)COC(=O)c2cc(=O)c3ccccc3o2)C1 (stereo not given)	-2	2	-6	3	2
29	S=C(NCc1ccco1)N1CCC(c2nc3ccccc3o2)CC1	-1	0	-4	-6	3
30	CC(C)(C)OC(=O)N1CCC[C@H]1c1nnc(SCc2c(F)cccc2Cl)o1	-1	-2	-4	2	0

item	SIAE inh	ABHD4 inh	NPR1 activator	rCAG binder	PRMT1 inh
21	-4	0	-6	1	-1
22	0	2	5	0	-1
23	2	5	3	1	-1
24	3	1	0	-9	1
25	-4	-16	1	10	-2
26	0	0	-1	1	0
27	4	-2	-1	6	2
28	-3	6	-2	-4	2
29	-11	-2	-4	-3	6
30	-6	4	-1	-7	-1

Additional compounds follow.
item	mol	GC-B act	UHRF1 binding	MBD2 DNA inh	TCR CD3 inh	HTRA1 inhibitor
31	COc1ccccc1NC(=O)CCCC(=O)OCC(F)(F)C(F)F	-3	4	0	-2	3
32	Cc1ccc(C(=O)N[C@H](C(=O)OCc2cc(=O)oc3cc(C)ccc23)C(C)C)cc1	-2	-4	3	2	0
33	CC(=O)c1cccc(NC(=O)COC(=O)C2=COCCO2)c1	-3	-5	-2	-2	2
34	O=C(O)c1cc(-c2ccc(Cl)cc2)n(-c2ccccc2)n1	1	-2	-2	4	5
35	O=C(COC(=O)c1ccc(F)c(S(=O)(=O)N2CCOCC2)c1)Nc1ccc2[nH]c(=O)[nH]c2c1	4	19	5	-1	9
36	O=C(NCCC1=CCCCC1)c1cc(-c2ccccn2)nc2ccccc12	0	-2	-2	8	3
37	N#CC(c1ccccc1)c1ccc2c(C(F)(F)F)cc(C(F)(F)F)nc2n1 (stereo not given)	17	-1	0	2	5
38	Nc1ccc2nc(SCC(=O)N3CCOCC3)sc2c1	3	-2	1	-3	4
39	CCOc1cc(/C=C(\C#N)C(=O)Nc2ccccn2)ccc1O	-1	1	-5	-1	-1
40	Cc1ccc(C)c(CSc2ccc3nnc(-c4ccccn4)n3n2)c1	-2	3	1	1	-5

item	SIAE inh	ABHD4 inh	NPR1 activator	rCAG binder	PRMT1 inh
31	-1	1	-1	-6	-3
32	1	-11	-2	-3	-2
33	1	2	-2	-1	1
34	-3	1	0	3	-5
35	6	-1	1	0	-2
36	-8	-13	0	-5	-6
37	6	6	-5	0	3
38	6	0	-2	-1	1
39	9	-2	-2	-1	4
40	0	1	-5	-10	5

Next entries:
item	mol	GC-B act	UHRF1 binding	MBD2 DNA inh	TCR CD3 inh	HTRA1 inhibitor
41	Cc1ccc(-c2c3c(=O)n(C)c(=O)n(C)c3cn2Cc2ccccn2)cc1	-7	-1	-2	4	4
42	CC1(C(=O)N(CC(=O)NC2CCCC2)Cc2ccco2)CC(=O)N=C2C=CC=CN21 (stereo not given)	3	1	3	3	4
43	Cc1ccc(C(=O)NCCN2CCC(n3c(=O)[nH]c4ccccc43)CC2)cc1C	-2	0	-6	-6	.
44	O=C(Cc1ccccc1)Nc1c2c(nn1-c1cccc(Cl)c1)CS(=O)(=O)C2	0	14	9	1	3
45	Cc1cc(OCC(=O)N(C)C)c2c(-c3ccccc3)cc(=O)oc2c1	-4	1	-3	1	-5
46	CC(=O)N1N=C(c2ccc(Br)cc2)OC1(C)CC(=O)Nc1ccccc1 (stereo not given)	-6	-1	0	6	-13
47	C#CCN1C(=O)S/C(=C\c2ccc(-c3ccc(C(=O)O)cc3C)o2)C1=O	-11	41*	12	3	-15
48	Cc1ccc(OCc2nc(-c3ccccn3)no2)cc1	4	-1	-3	2	-1
49	Cc1cc(=O)[nH]c(N/N=C/C=C/c2ccccc2)n1	-14	-5	-5	-5	-3
50	O=C(COC(=O)CCS(=O)(=O)c1ccc(F)cc1)NC1CCCCC1	-1	-2	3	-8	10

item	SIAE inh	ABHD4 inh	NPR1 activator	rCAG binder	PRMT1 inh
41	1	3	-5	2	1
42	4	2	1	-2	-1
43	-2	12	1	0	-2
44	-4	-15	-4	4	-1
45	2	1	1	1	-3
46	2	-6	-7	-6	-2
47	-18	19	-7	48*	11
48	3	-6	3	-5	-5
49	5	-5	-9	8	-3
50	0	-5	-3	-2	-2

Entries of single compounds from above. Order of screens: GC-B act | UHRF1 binding | MBD2 DNA inh | TCR CD3 inh | HTRA1 inhibitor | SIAE inh | ABHD4 inh | NPR1 activator | rCAG binder | PRMT1 inh
`NC(=O)c1ccc(NC(=O)COc2ccc(-n3cnnn3)cc2)cc1` reads 4 | -2 | -8 | 2 | 5 | -9 | 1 | -2 | 9 | -3
`COc1cc(C(=O)NCc2ccc3c(c2)OCO3)c([N+](=O)[O-])cc1OC` reads 1 | -3 | 6 | 4 | 4 | 2 | 5 | 3 | 1 | -1
`C#CCN1C(=O)S/C(=C\c2ccc(-c3ccc(C(=O)O)cc3C)o2)C1=O` reads -11 | 41* | 12 | 3 | -15 | -18 | 19 | -7 | 48* | 11
`Cc1ccc(-c2c3c(=O)n(C)c(=O)n(C)c3cn2Cc2ccccn2)cc1` reads -7 | -1 | -2 | 4 | 4 | 1 | 3 | -5 | 2 | 1

High-throughput results (PubChem BioAssay)
